# FBW7 activator = FBW7 E3 ligase activators, primary screen, biochemical, AlphaScreen, human. F-box/WD repeat-containing protein 7 (Homo sapiens), Q969H0. AlphaScreen FBW7–phospho-cyclin E peptide binding, activator screen. normalized activity (activation), % at 26.1 µM. 650,000 tested, 0.13% active; in the data active means normalized activity above about 1.9%;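 further: purified mutant Fbw7 with reduced substrate affinity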
# MITF inh = MITF inhibitors, primary screen, biochemical, AlphaScreen, human; Microphthalmia-associated transcription factor (Homo sapiens), O75030; AlphaScreen MITF homodimerization, bead proximity signal; inhibition, % at 2.6 µM; 650,000 tested, 0.91% active; AID 1259374, 2018; in the data active means inhibition above about 50%;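 further: 0% = vehicle wells with protein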
# Target sequence (O75030 whole entry, looked up): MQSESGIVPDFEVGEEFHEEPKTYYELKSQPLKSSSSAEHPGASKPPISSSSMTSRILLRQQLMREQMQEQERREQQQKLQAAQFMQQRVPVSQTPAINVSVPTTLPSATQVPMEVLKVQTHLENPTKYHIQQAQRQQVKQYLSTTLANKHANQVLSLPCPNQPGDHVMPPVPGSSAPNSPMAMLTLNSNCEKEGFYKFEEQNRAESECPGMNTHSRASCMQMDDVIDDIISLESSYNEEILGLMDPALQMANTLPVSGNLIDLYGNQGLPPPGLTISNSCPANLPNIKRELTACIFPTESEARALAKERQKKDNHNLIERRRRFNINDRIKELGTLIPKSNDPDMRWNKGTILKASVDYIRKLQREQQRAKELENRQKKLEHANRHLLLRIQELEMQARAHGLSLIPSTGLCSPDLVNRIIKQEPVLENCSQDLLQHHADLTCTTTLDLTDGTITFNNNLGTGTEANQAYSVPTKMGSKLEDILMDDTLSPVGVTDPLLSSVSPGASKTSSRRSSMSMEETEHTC
# TEAD-YAP inh = TEAD-YAP interaction inhibition, primary screen, TEAD-YAP interaction inhibitor project, luminescence, HEK-TIYL cells | 640,000 tested, 1.4% active | inhibition, % at 9.12 µM | TEAD-Gal4/YAP UAS-luciferase luminescence | AID 1259422, 2018; in the data active means inhibition above about 32%;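 further: 0% = median of test compound wells and 100% = reference inhibitor wells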
# GPR151 ag = activators of human GPR151, primary screen, cell-based, PathHunter beta-arrestin, luminescence | AID 1508602, 2020 | 650,000 tested, 1% active | G-protein coupled receptor 151 (Homo sapiens), Q8TDV0 | activation, % at 11.2 µM | PathHunter beta-arrestin GPR151 cells; in the data active means activation above about 4.9%;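 further: 0% = median of compound wells and 100% = cells with positive control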
# Target sequence (Q8TDV0 whole entry, looked up): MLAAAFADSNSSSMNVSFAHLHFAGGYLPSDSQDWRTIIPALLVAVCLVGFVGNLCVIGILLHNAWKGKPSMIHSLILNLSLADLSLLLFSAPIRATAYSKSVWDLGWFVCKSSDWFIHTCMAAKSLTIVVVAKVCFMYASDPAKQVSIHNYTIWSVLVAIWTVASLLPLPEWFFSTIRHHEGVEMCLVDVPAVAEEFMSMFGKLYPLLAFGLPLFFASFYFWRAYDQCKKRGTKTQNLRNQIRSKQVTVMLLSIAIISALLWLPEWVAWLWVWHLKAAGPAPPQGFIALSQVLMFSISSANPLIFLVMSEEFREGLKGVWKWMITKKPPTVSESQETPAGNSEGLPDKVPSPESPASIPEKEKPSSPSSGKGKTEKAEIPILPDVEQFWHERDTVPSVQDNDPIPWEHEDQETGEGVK
# An asterisk follows results filed as active; nt = not tested or not shown.
SMILES,FBW7 activator,MITF inh,TEAD-YAP inh,GPR151 ag
COc1cccc(NC(=O)CC2Sc3ccccc3NC2=O)c1 (stereo unspecified),0.1,9,1,0.3
CCCc1cc(=O)[nH]c(SCC(=O)NCc2ccccc2)n1,0.0,-4,5,0.3
Oc1ccc(-c2nc3ccc(Br)cn3c2NCC2CCCO2)cc1 (stereo unspecified),-0.1,15,20,-0.1
CC(C)(C)c1ccc(OCC(=O)NNC(=O)c2ccc(Br)cc2)cc1,0.0,-18,3,0.3
CCOc1cc(-c2nc3c(C)cccn3c2NCC2CCCO2)ccc1O (stereo unspecified),0.0,2,-4,2.3
Cc1ccc(Nc2ccc(C(=O)O)cc2N)cc1,-0.2,-11,-7,-0.6
COC(=O)C1=C(C)NC2=C(C(=O)CCC2)C1c1ccccc1OCc1ccccc1 (stereo unspecified),-0.3,-11,1,0.3
CN1CCN(S(=O)(=O)c2ccc(NC(=O)c3csc4ccccc34)cc2)CC1,-0.2,-9,-15,1.7
CCN(CC)C(=O)c1sc(NC(=O)Cc2ccc(OC)cc2)c(C#N)c1C,0.6,13,0,-0.3
CCCN(CCO)Cc1cc(Br)ccc1OC,-0.3,30,0,2.9
O=C(NCCO)c1ccnc(-c2ccccc2)c1,0.3,19,-4,-1.7
O=C(COC(=O)/C=C/c1cccc(Cl)c1)Nc1ccc(S(=O)(=O)N2CCCC2)cc1,0.0,13,6,-0.2
O=C1CCSc2c1cccc2C(=O)Nc1cccc(C(F)(F)F)c1,0.3,5,1,1.1
COC(=O)c1c(S(N)(=O)=O)sc2c1CCN(Cc1cc(C)ccc1C)C2,-0.1,3,-3,-0.4
CCCCOc1ccc(-c2nn(-c3ccccc3)cc2/C=c2\sc3nc(-c4ccncc4)nn3c2=O)cc1,0.0,5,9,-0.2
COc1ccc(NC(=O)c2c(NCc3ccc(C)o3)sc3c2CCCCC3)cc1,-0.3,1,-3,2.1
O=[N+]([O-])c1ccc(N=Nc2c(S(=O)(=O)O)cc3cc(S(=O)(=O)O)ccc3c2O)c([N+](=O)[O-])c1,-0.6,21,13,-2.3
Cc1cc(C)cc(NC(=O)c2cc(S(=O)(=O)NCCc3ccccc3)ccc2F)c1,0.6,-7,16,0.0
CCOc1ccccc1-c1nnc(SCC(=O)c2ccccc2)o1,-0.1,0,-20,2.0
Cc1ccc(C(=O)C(C)Oc2ccc(C#N)cc2)cc1 (stereo unspecified),0.2,7,7,1.9
CCOc1ccc(C2C(C(=O)OC3CCCCC3)=C(C)NC3=C2C(=O)CC(C)(C)C3)cc1OC (stereo unspecified),0.6,-13,6,-2.6
CCCN1CCC(CCOc2ccccc2)(C(=O)OCC)CC1,-0.1,-2,-3,-0.4
CCCCOc1ccc(OC(=O)Cn2cnc3sc4c(c3c2=O)CCCC4)cc1,0.1,6,-11,1.7
CC(C)n1c(Nc2ccc(-n3ccnc3)cc2)nc2c(NC3CC3)ncnc21,-0.1,-3,-9,0.4
Cc1ccc(CNCCc2nc3ccccc3[nH]2)cc1,-0.3,-3,-10,0.9
# The results go on:
SMILES,FBW7 activator,MITF inh,TEAD-YAP inh,GPR151 ag
Cc1ccc(NS(=O)(=O)c2cccc(C(=O)Nc3cc(C)on3)c2)cc1,0.0,8,6,0.5
CC(C)Nc1nc2nonc2nc1NCc1ccccc1,0.0,-8,-5,-0.4
CCc1cc2ccccc2nc1SCC(=O)NNC(=O)c1ccco1,-0.1,-1,-3,-0.5
Cc1ccc(N2NC(=O)/C(=C/c3ccc(N4CCOCC4)cc3)C2=O)cc1,0.1,6,-6,1.0
COc1cc(CCC(=O)NNC(=O)Cc2nc3ccccc3n2C)cc(OC)c1OC,-0.4,14,6,-0.9
COc1cc(NC(=O)c2ccc(OC)c([N+](=O)[O-])c2)c(OC)cc1Cl,0.3,-2,-4,0.4
CCOC(=O)C1=C(C)N=c2s/c(=C\c3cccc(Br)c3)c(=O)n2C1c1ccc(OC(C)=O)cc1 (stereo unspecified),0.0,-2,5,-0.3
CC1(C)Cc2c(sc(NC(=O)c3ccc(N4C(=O)C5C6C=CC(C6)C5C4=O)cc3)c2C#N)CO1 (stereo unspecified),0.3,-4,-4,-0.1
Cc1cccn2c(=O)c(C=Nc3ccc(Cl)cc3)c(NCc3ccccc3)nc12,0.3,-3,5,0.4
CC1(C)Cc2ccccc2/C(=C/C2=NC3(CCCC3)Cc3ccccc32)N1,0.1,11,-4,1.4
Cc1ccc2nc(-c3cc(NC(=O)c4cccc(Cl)c4)ccc3O)oc2c1,-0.3,2,-3,-1.4
COC(=O)c1ccc(NC(=O)CN2CCN(c3ccc(Cl)cc3)CC2)cc1,0.0,-9,9,-0.2
COc1cccc(N(CC(=O)NC(C)(C)C)C(=O)Cn2nnc(-c3ccc(F)cc3)n2)c1,0.0,2,15,0.5
CC(C)(CSc1ccccn1)NS(=O)(=O)c1ccccc1,0.0,-2,-8,-1.3
Cc1ccc2c(c1)c(=O)c1ccccc1n2CCCC(=O)Nc1c(F)cc(F)cc1Br,0.1,17,5,-0.5
Cc1ccc(Cn2c(SCc3cccc([N+](=O)[O-])c3)nc3ccsc3c2=O)cc1,0.0,7,8,0.2
CC(C)(C)C(=O)COC(=O)c1ccc(NC(=O)c2ccccc2)cc1,-0.1,8,10,-3.2
CCn1c(=O)/c(=C\C=C2/SC(c3ccccc3)=C(c3ccccc3)N2C)s/c1=C1/C(=O)N(c2ccccc2)N=C1C,-0.2,1,-2,-2.1
CCOC(=O)CSc1nc(O)c(NC(C)=O)c(=O)[nH]1,0.0,14,0,-0.1
CCC1CCCCN1C(=O)c1ccc(OC2CCN(Cc3ccccn3)CC2)cc1 (stereo unspecified),-0.1,0,-4,-1.1
COCCn1c(COC)nc2ccccc21,0.0,15,-1,-0.1
Cc1ccc(NC(=O)CC2(CC(=O)O)CCCC2)cc1,-0.1,13,-6,0.1
O=C(Nc1ccc(Br)cn1)c1cc(F)c(F)cc1Cl,-0.1,-5,-28,-1.5
COc1ccc(N2CCN(C/C=C/c3ccccc3[N+](=O)[O-])CC2)cc1,-0.1,15,3,-0.3
O=C1CCC(CCNCCOc2ccc(F)cc2)N1CC1COCCO1 (stereo unspecified),0.4,2,-5,0.7

# Full records as entered above:
# Cc1ccc(N2NC(=O)/C(=C/c3ccc(N4CCOCC4)cc3)C2=O)cc1 reads FBW7 activator: 0.1; MITF inh: 6; TEAD-YAP inh: -6; GPR151 ag: 1.0
# Cc1ccc2c(c1)c(=O)c1ccccc1n2CCCC(=O)Nc1c(F)cc(F)cc1Br reads FBW7 activator: 0.1; MITF inh: 17; TEAD-YAP inh: 5; GPR151 ag: -0.5

# 6 of the compounds above, with bars between the fields.
smiles | FBW7 activator | MITF inh | TEAD-YAP inh | GPR151 ag
CCOC(=O)C1=C(C)N=c2s/c(=C\c3cccc(Br)c3)c(=O)n2C1c1ccc(OC(C)=O)cc1 (stereo unspecified) | 0.0 | -2 | 5 | -0.3
CC1(C)Cc2c(sc(NC(=O)c3ccc(N4C(=O)C5C6C=CC(C6)C5C4=O)cc3)c2C#N)CO1 (stereo unspecified) | 0.3 | -4 | -4 | -0.1
Cc1cccn2c(=O)c(C=Nc3ccc(Cl)cc3)c(NCc3ccccc3)nc12 | 0.3 | -3 | 5 | 0.4
CC1(C)Cc2ccccc2/C(=C/C2=NC3(CCCC3)Cc3ccccc32)N1 | 0.1 | 11 | -4 | 1.4
Cc1ccc2nc(-c3cc(NC(=O)c4cccc(Cl)c4)ccc3O)oc2c1 | -0.3 | 2 | -3 | -1.4
COC(=O)c1ccc(NC(=O)CN2CCN(c3ccc(Cl)cc3)CC2)cc1 | 0.0 | -9 | 9 | -0.2

# (listing goes on)
SMILES,FBW7 activator,MITF inh,TEAD-YAP inh,GPR151 ag
O=[N+]([O-])c1ccc(S(=O)(=O)Nc2nc3ccccc3nc2Nc2ccccc2)cc1,-0.1,9,3,-0.5
Cc1ccc(C(=O)c2ccccc2C(=O)NCCn2cnc(-c3ccccc3)cc2=O)cc1,0.3,11,-1,-0.1
COc1ccc(N2CCN(S(=O)(=O)c3c(C)n(C)c(=O)n(C)c3=O)CC2)cc1,0.2,11,4,-1.8
CCOC(=O)c1c(NC(=O)C2CC(Cl)=CCC2C(=O)O)sc2c1CC(C)(C)OC2 (stereo unspecified),0.2,2,1,4.8
O=C(CSc1ccc(-c2ccc(-n3cccn3)cc2)nn1)c1ccccc1,-0.1,0,-13,1.3
OCCC1CN(Cc2ccc3cccc(F)c3n2)CCN1Cc1ccsc1 (stereo unspecified),0.0,3,-23,0.4
CC(C)Oc1ccc2ccccc2c1C=O,0.2,0,1,0.9
Cc1cccc(-c2nnc(SCC(=O)Nc3ccc(C)c(C)c3)n2CC(N)=O)c1,0.0,-20,1,-1.5
COC(=O)c1ccc(-c2ccc(/C=C3/SC(=S)NC3=O)o2)cc1,0.2,15,11,-1.8
COc1cc(/C=C(\C#N)c2nn(-c3ccccc3)c(N)c2C#N)cc(Br)c1OCC#N,0.0,-2,7,-0.4
CCOC(=O)C1=C(C)N=c2s/c(=C/c3ccc(OC(C)=O)cc3)c(=O)n2C1c1ccccc1F (stereo unspecified),-0.1,7,-1,1.5
COc1cc(C(=O)Nc2ccc(N(C)C)cc2)c([N+](=O)[O-])cc1OC,-0.1,12,-26,0.2
O=C(N/N=C/c1ccc2c(c1)OCO2)c1ccccn1,-0.1,0,19,-7.0
Cc1cccc(-c2nc3ccccc3c(=O)n2NCc2ccccc2Br)c1,0.0,5,13,-1.9
O=c1c2c([N+](=O)[O-])cc([N+](=O)[O-])cc2sn1-c1ccc(Br)cc1,0.0,12,4,-0.4
COc1ccc(NC(=O)c2cc(Cl)c(Cl)cc2C(=O)O)cc1,-0.2,10,6,-0.6
O=C(Nc1cc(C(=O)N2CCN(c3ccccc3)CC2)ccc1N1CC2CC(C1)c1cccc(=O)n1C2)c1c(F)cccc1F (stereo unspecified),0.0,-1,3,-0.5
c1ccc(CSc2nnc3c(n2)-c2cccc4cccc-3c24)cc1,-0.2,3,-2,-0.8
CC(C)c1ccc(NC(=O)CCCNC(=O)Cn2cnc3sc4c(c3c2=O)CCCC4)cc1,-0.1,1,6,0.3
CCN(CC)S(=O)(=O)c1c(C)nn(C(=O)c2ccccc2[N+](=O)[O-])c1C,-0.1,-9,1,-1.3
CCC(C)Nc1nc2c(c(=O)[nH]c(=O)n2C)n1CC(O)COc1ccccc1 (stereo unspecified),0.0,7,9,-1.4
CNC(=O)C1=NCCCc2cc(OC)c(OC)cc21,0.1,-10,-9,-1.0
COCCNC(=O)CN(c1ccc(C)cc1)S(=O)(=O)c1ccc(F)cc1,-0.1,-5,1,1.0
CC(C)(C)C(=O)Nc1ccc(S(=O)(=O)Nc2ncccn2)cc1,0.2,-5,-11,1.3
CC1CCCC(NC(=O)C2CCN(S(=O)(=O)c3cccc4nonc34)CC2)C1C (stereo unspecified),0.1,-5,-3,-0.1
# Following part:
SMILES,FBW7 activator,MITF inh,TEAD-YAP inh,GPR151 ag
CC(C)n1cnc2c(NCc3cccc(C(F)(F)F)c3)nc(N3CCOCC3)nc21,-0.1,5,-7,0.6
O=C(N/N=C/c1cc(Br)c(O)c(Br)c1)c1cccnc1,-0.2,5,-6,0.7
O=C(NCC1CCCO1)c1nn2c(c1Cl)NC(c1ccc(F)cc1)CC2C(F)(F)F (stereo unspecified),0.0,-3,6,-0.6
CCC(C)NC(=O)CSc1ncnc2nc(N3CCc4ccccc4C3)sc12 (stereo unspecified),0.1,10,5,0.9
CC(C)(C)c1ccccc1OCC(=O)O,0.0,0,6,0.4
Cc1cc(NC(=O)C2CCCCC2)ncc1NC(=O)c1cccs1,0.1,18,-4,2.8
O=C1Nc2cc(C(=O)N3CCN(c4cccc(C(F)(F)F)c4)CC3)ccc2NC1CS(=O)(=O)Cc1cccc(Cl)c1 (stereo unspecified),-0.1,-5,1,0.2
O=C1c2ccccc2-c2onc3c(N4CCN(c5ccccc5F)CC4)cc(Nc4ccc5c(c4)OCCO5)c1c23,0.1,0,-3,1.5
O=c1n(-c2ccccc2)c(=O)n2n1CC[C@@H]1/C(=N/OCc3ccccc3)[C@H]3O[C@H]3[C@@H](O)[C@@H]12,0.4,-27,nt,-0.5
CCOC(=O)c1c(NC(=O)C(C)Sc2nnc(CNC(=O)c3cccs3)n2C)sc2c1CCC2 (stereo unspecified),-0.1,-2,-7,-0.9
COc1cc(-c2nc3ccccc3c(=O)n2CC#N)cc(OC)c1OC,-0.1,7,-5,-0.9
CC(=O)OCC1OC(COc2ccc3c(=O)c(-c4cscn4)c(C)oc3c2)C(OC(C)=O)C(OC(C)=O)C1OC(C)=O (stereo unspecified),0.1,-2,4,2.0
CCN(CC)C(=O)c1sc2nc(SCC#N)n(CCc3ccccc3)c(=O)c2c1C,-0.2,-8,3,-1.6
O=C(NC(=S)Nc1ccc2oc(-c3cccnc3)nc2c1)c1ccccc1,-0.1,-14,5,0.7
CCOc1ccc2nc(N3CCCC3C(=O)NCCSc3nnnn3C)nc(C)c2c1 (stereo unspecified),0.1,3,-8,1.8
Cc1cc(C(=O)CSc2nnc3sc4ccccc4n23)c(C)n1-c1ccc(F)c(Cl)c1,0.5,12,1,0.1
COC(=O)c1ccc(NC(=O)c2cccc(OC)c2)cc1,0.1,8,-24,-8.1
COc1ccccc1Cc1noc(-c2ccc(Cl)cc2)n1,0.2,1,-15,-0.2

# From PubChem BioAssay
